Compound activity from PubChem BioAssay.
Lipid droplet: modulators of hepatic lipid droplet formation; AID 1656; 240,000 compounds, 0.4% hits; inhibition, % at 6.5 µM; AML12 mouse hepatocytes, oleate lipid droplets, BODIPY imaging;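 active = lipid droplet intensity inhibited by at least 50%, with more than 500 cells counted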
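Assay system: AML12 hepatocytes (mouse); Probe or stimulus: oleic acid at 100 µM to induce lipid droplet formation; Dosing: compound at 6.5 µM only; Schedule: compound with oleate, overnight; Detection: fluorescence imaging, 20x objective, two fields per well; Measure: % inhibition of lipid droplet signal.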
GPR55 LPI antagonism: inhibition of LPI-stimulated GPR55 beta-arrestin translocation – imaging, U2OS, beta-arrestin-GFP, LPI agonist, primary screen (AID 2013). U2OS GPR55 beta-arrestin-GFP translocation imaging, LPI antagonism; higher % means a stronger effect. inhibition, % at 10 µM, or IC50 in µM where a hit was titrated. 290,000 compounds, 0.13% hits;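 active = spots per cell inhibited over 60%, with over 100 cells counted and total cytoplasm intensity under 500,000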;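 note: U2OS cells stably carrying GPR55 and arrestin-GFP stimulated by 5 µM LPI near EC80; imaged beta-arrestin-GFP aggregate spots per cell after agonist stimulation; plate controls were LPI-stimulated DMSO wells for no effect and DMSO wells without LPI for full effect; some results filed as inactive read as strong as hits; confirmed hits need IC50 under 10 µM and bright autofluorescent wells are also inconclusive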
SV40 large T antigen: SV40 large T antigen inhibitors, biochemical (AID 1903) | inhibition, % at 20 µM, or IC50 in µM where a hit was titrated | 310,000 compounds, 0.39% hits | SV40 large T antigen ATPase/helicase inhibition assay; higher % means a stronger effect; in the data active = a potency from the dose series; note: strong numbers were not always called active
GPR55 beta-arrestin: selective activators of receptor GPR55 – imaging, U2OS cells, beta-arrestin-GFP redistribution, primary screen (AID 1961) | one-dose activation, % at 10 µM; EC50 in µM for titrated hits | 290,000 compounds, 0.048% hits | U2OS GPR55 beta-arrestin-GFP redistribution imaging; higher % means a stronger effect;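 active = activation above 40% with more than 50 cells counted in the well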;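 note: U2OS osteosarcoma cells stably expressing GPR55 and beta-arrestin-GFP; plate controls were DMSO negative control for no effect and LPI positive control for full effect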
LYP phosphatase: PTPN22 lymphoid phosphatase activity blockers – biochemical, fluorescence intensity, uHTS (AID 1779); one-dose inhibition, % at 11.5 µM; IC50 in µM for titrated hits; recombinant LYP phosphatase, fluorescence intensity; higher % means a stronger effect; 290,000 compounds, 0.054% hits; in the data active = inhibition above about 50%;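 note: plate controls were vehicle with enzyme for no effect and no enzyme for full effect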
NTR1 ag: NTR1-driven beta-arrestin-GFP spot formation – imaging, U2OS cells, high content, primary screen (AID 493036); P30989; agonist mode; activation, % at 20 µM; 330,000 compounds, 0.17% hits;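 active = activation at or above 40% of the spot to cytoplasm intensity ratio, with at least 20 cells analyzed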;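 note: 0% = DMSO without peptide and 100% = 100 nM NTR1 peptide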
Target sequence (P30989 whole entry, looked up): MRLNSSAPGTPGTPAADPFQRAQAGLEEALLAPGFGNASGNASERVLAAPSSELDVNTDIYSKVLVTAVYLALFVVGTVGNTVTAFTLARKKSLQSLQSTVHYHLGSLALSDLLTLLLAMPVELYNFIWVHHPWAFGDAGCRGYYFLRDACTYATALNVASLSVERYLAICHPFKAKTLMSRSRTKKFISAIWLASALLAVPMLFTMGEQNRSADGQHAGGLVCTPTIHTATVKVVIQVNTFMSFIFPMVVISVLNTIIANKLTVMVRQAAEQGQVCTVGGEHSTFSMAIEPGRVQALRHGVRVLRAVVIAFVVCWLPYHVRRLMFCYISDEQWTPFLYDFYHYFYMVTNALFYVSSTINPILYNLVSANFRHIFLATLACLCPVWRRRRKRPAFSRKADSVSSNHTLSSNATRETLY
T cell HTS: T cell immune modulation candidate. 330,000 compounds, 0.068% hits. 2C CD8+ T cell-vesicle binding, flow cytometry; hits give low values. AID 2052. calls only at 7 µM;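 active = response, share of CD8 T cells binding vesicles, and their 90th percentile fluorescence all below set limits, cut at about 80% in these data, passing the limit was not always enough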
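Also added: QL9-peptide-loaded Drosophila micro-vesicles bearing Ld, ICAM-1 and B7-1; Test system: purified 2C TCR transgenic mouse naive CD8+ T cells; Measured by: cytometric PE anti-B7-1 and Alexa647 anti-CD8 signals after 1% paraformaldehyde fixation; Timing: binding step 1.5 h, 37 °C, antibody labelling 20 min, ice.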
GPR35 arrestin U2OS: inhibition of zaprinast-stimulated GPR35 beta-arrestin translocation – imaging, U2OS, beta-arrestin-GFP, zaprinast agonist, primary screen (AID 2058). U2OS GPR35 beta-arrestin-GFP translocation imaging, zaprinast antagonism; higher % means a stronger effect. inhibition, % at 10 µM; hits with a dose series show IC50 in µM. 290,000 compounds, 0.052% hits;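 active = inhibition of at least 50% with at least 30 cells and total cytoplasm GFP at most 10,000,000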
Rac1 GTP hydrolysis: MgcRacGAP GTPase-activating activity inhibitors, confirmation, biochemical, ADP Hunter fluorescence | MgcRacGAP-stimulated Rac1 GTP hydrolysis, ADP Hunter fluorescence; higher % means a stronger effect; GST-tagged Rac1 F28L mutant substrate | one-dose inhibition, % at 30 µM; IC50 in µM for titrated hits | 340,000 compounds, 0.6% hits;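 active = first-screen hits whose inhibition reached a set limit at any dose in the follow-up dose series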;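 note: fluorescence reports GDP produced by GAP-driven GTP hydrolysis; strong numbers were not always called active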
Lipid droplet cells 6.5 µM: further read-out of Lipid droplet, marked with its call; cell count; measured here: cell count, cytotoxicity flag;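 cells counted across two imaged fields per well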
T cell HTS vesicle-bound %: also measured in T cell HTS; calls as there; double positive events, %; measured here: CD8+ vesicle-bound cell fraction;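 binding gate set so that unloaded-vesicle control wells show 10% double positive cells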
NTR1 ag cell count 20 µM: second read-out of NTR1 ag, no call of its own (marks repeat the call); cell count; measured here: cell count, cytotoxicity flag
An asterisk follows results filed as active; i = inactive; x = no result given.

SMILES	Lipid droplet	Lipid droplet cells 6.5 µM	GPR55 LPI antagonism	SV40 large T antigen	GPR55 beta-arrestin	LYP phosphatase	NTR1 ag	NTR1 ag cell count 20 µM	T cell HTS	T cell HTS vesicle-bound %	GPR35 arrestin U2OS	Rac1 GTP hydrolysis
O=C(N/N=C\c1cc(Br)c(Br)o1)c1cncc(Br)c1	-5.9	670	-0.6%	25.9%	0.2%	-0.8%	0.7	83	i	32.9	-2.0%	8.7%
Clc1cccc(Cn2ncc3ccccc32)c1	-3.2	847	4.2%	0.1%	-0.3%	-3.0%	-1.3	79	i	31.8	-5.1%	3.7%
CC1CCCCN1C(=O)C1CC(c2ccc(F)cc2)=NO1 (centres undefined)	x	x	14.0%	7.3%	0.2%	-11.1%	2.3	63	i	45.3	4.0%	4.2%
CCS(=O)(=O)N1CCC(c2nc(-c3ccc(C(F)(F)F)cc3)no2)CC1	x	x	1.7%	8.6%	0.3%	-6.3%	0.8	61	x	x	5.1%	3.6%
CC(C)N(Cc1cn[nH]c1-c1ccc(-c2ccccc2)cc1)Cc1nccn1C	-1.0	730	36.8%	8.8%	0.2%	-7.2%	4.5	50	i	60.1	-0.4%	9.5%
Cc1ccccc1-c1nnn(Cc2ccc(F)cc2Cl)n1	-0.6	821	6.4%	4.7%	0.3%	-6.9%	1.2	51	i	46.9	0.4%	11.1%
Cc1ccc(F)cc1N=Cc1c(O)c2ccccc2oc1=O	7.4	843	-10.8%	7.3%	-0.2%	-7.7%	0.4	49	i	51.3	0.0%	7.6%
Cc1ccccc1NC(=O)Cn1c(=O)sc2ccccc21	-9.0	679	15.1%	4.3%	-0.1%	-4.1%	-0.9	65	i	50.6	12.5%	3.1%
On1c(-c2ccccc2)nc2ccccc21	3.3	812	-0.5%	13.7%	-0.2%	-3.3%	0.4	62	i	24.7	-11.4%	7.4%
Cc1cccc(C(=O)OCC(=O)c2cccc(Br)c2)c1O	7.4	816	11.3%	19.1%	-0.1%	-1.7%	0.5	67	i	23.8	14.4%	8.1%
CC1(c2ccccc2)CC(C)(C)N2C(=O)C3(C(C#N)=C(N)Oc4cc(O)ccc43)c3cccc1c32 (centres undefined)	19.5	757	-2.8%	4.0%	-0.1%	4.1%	36.7	58	i	9.8	24.2%	4.5%
Cc1cc(Br)ccc1NC(=O)CNC(=O)COc1ccccc1C	x	x	x	6.9%	x	x	0.4	60	i	51.3	x	0.9%
COc1c(C=O)cc2c3c1CCCN3CCC2	-6.4	753	-18.2%	9.7%	-0.1%	-8.3%	-0.1	59	i	13.6	0.6%	9.6%
COc1ccccc1NC(=O)C(=O)NCCC1CCCCN1S(=O)(=O)c1cccs1 (centres undefined)	x	x	x	16.7%	x	x	0.9	63	i	35.7	x	6.0%
Cc1cccc(C)c1NC(=O)c1ccc(-n2cnnn2)cc1	x	x	3.5%	1.3%	0.2%	-4.7%	-1.1	77	i	29.1	14.8%	-1.4%
OCC[C@H]1C[C@H](O)[C@@H](O)[C@@]2(OCCCc3ccccc32)O1	x	x	x	23.5%	x	x	-0.9	73	i	4.7	x	6.0%
CCOC(=O)CNC(=S)n1cnc(N)n1	8.9	726	7.3%	-2.7%	0.1%	0.4%	2.2	71	i	42.9	5.5%	-11.0%
CCN1C(=O)/C(=C2\SC(N3CCCCC3)=NC2=O)c2ccccc21	x	x	11.5%	1.9%	-0.3%	16.2%	1.3	41	i	18.4	-4.8%	10.3%
Cc1cc(C)c(C#N)c(SCc2ccc([N+](=O)[O-])cc2)n1	-15.4	733	10.5%	-1.7%	-0.2%	-4.0%	0.1	49	i	44.4	7.0%	5.0%
Cc1ccc2c(c1)nnn2C1CCN(CC(=O)Nc2ccc3c(c2)OCCO3)CC1	x	x	9.2%	2.4%	0.4%	-10.0%	-0.7	100	i	15.5	-4.7%	-9.3%
CCOC(=O)N1CCC(N2Cc3cccc(C(=O)NC(C)c4ccc5c(c4)OCCO5)c3C2=O)CC1 (centres undefined)	x	x	-17.5%	-2.9%	1.2%	1.6%	0.6	48	i	58.0	-3.3%	9.1%
O=C(CCN1CCCCCC1)Nc1cccc(Cl)c1	x	x	4.6%	8.9%	-0.1%	-10.7%	0.4	40	i	23.8	3.1%	5.3%
O=C(/C=C/c1ccco1)NC(=S)Nc1ccccc1	-2.2	796	-0.8%	27.1%	0.0%	0.0%	2.3	44	i	56.1	-10.5%	10.7%
Cc1ccc(Nc2nnc(SCC3CCCCO3)s2)cc1 (centres undefined)	6.6	622	2.2%	7.5%	0.6%	5.7%	2.1	70	i	19.2	-14.1%	3.8%
C=CCc1c(C)[nH]c2c(OC)cccc2c1=S	-10.9	728	3.6%	-15.4%	-0.1%	-1.0%	1.3	42	i	56.9	3.3%	21.1%
Clc1ccc(C2=NNC(=NCc3ccc4c(c3)OCO4)SC2)cc1	-10.3	652	-9.8%	10.7%	0.6%	-4.5%	x	x	i	33.2	6.5%	7.1%
Cc1ccc(-n2nc(C(=O)O)nc2-c2ccccc2)cc1	15.2	812	4.3%	38.0%	-0.1%	-9.7%	0.9	50	i	21.9	1.0%	2.4%
Cc1cc(C)cc(N(C(=O)c2ccco2)C(C(=O)NC2CCCC2)c2ccncc2)c1 (centres undefined)	-15.6	816	-7.3%	5.4%	-0.1%	-7.1%	-0.8	46	i	18.1	-6.9%	-2.2%
CCOC(=O)CCC(=O)NCc1ccc2c(c1)cc(C)n2C	x	x	6.2%	1.5%	-0.1%	-0.5%	6.4	98	i	23.2	2.2%	3.1%
C=CCn1c(SCc2nc3cc(C(=O)OC)ccc3c(=O)[nH]2)nc2sc(CC)cc2c1=O	-10.4	648	2.8%	9.6%	-0.4%	3.8%	8.5	66	i	26.5	-9.1%	11.4%
O=C(Nc1nnc(COc2ccccc2)s1)Nc1ccccc1F	-16.7	754	1.9%	3.2%	-0.3%	-1.7%	0.5	58	i	28.3	-5.9%	6.8%
COc1cc(C(=O)N/N=c2/sc3ccccc3n2C)cc(OC)c1OC	-5.4	536	-11.3%	24.1%	0.2%	-11.5%	-1.1	77	i	41.4	-0.9%	10.9%
CCCCc1ccc(/C(C)=N/Nc2cc(N3CCOCC3)nc(C)n2)cc1	16.4	754	15.5%	6.7%	0.2%	-2.0%	13.3	83	i	66.4	16.5%	5.6%
O=Cc1ccc(O)c2ncccc12	7.4	596	9.8%	6.8%	-0.1%	-4.1%	10.9	85	x	x	11.5%	x
CC1CCCC(N2CCN(C(=O)c3cccc(F)c3)CC2)C1 (centres undefined)	8.7	762	20.4%	4.8%	-0.1%	-6.7%	9.7	48	i	12.1	0.9%	13.7%
Cc1cc(NC(=O)CSc2nnc(Nc3ccccc3)s2)no1	8.1	784	-12.0%	3.3%	-0.1%	-1.9%	-0.5	32	i	43.4	4.6%	11.1%
O=C(c1ccccc1NS(=O)(=O)c1cccc2cccnc12)N1CCOCC1	20.2	762	16.0%	9.0%	-0.1%	-7.2%	0.1	58	i	56.5	-2.2%	9.1%
COc1ccc(C(=O)c2c3ccc(OC)cc3[n+]([O-])n2Cc2ccc(C(N)=O)cc2)cc1	x	x	x	4.9%	x	x	-1.7	85	i	6.7	x	8.5%
CC(CN1CCCCC1)OC(=O)c1ccc(Cl)cc1Cl (centres undefined)	3.6	716	15.0%	2.9%	-0.1%	-8.0%	-0.3	45	i	9.7	4.3%	11.5%
O=C1NC(=S)N/C1=C/c1cccc2ccccc12	0.6	841	2.1%	1.6%	-0.1%	-4.2%	1.6	96	i	31.5	-6.1%	-3.4%
O=C(c1ccco1)N1CCN(C(=O)c2ccccc2OC(=O)C23CC4CC(CC(C4)C2)C3)CC1	x	x	-3.3%	12.7%	-0.2%	-4.1%	x	x	x	x	-3.0%	5.8%
O=C1Nc2ccccc2N=C(c2ccccc2)C1N1CCOCC1 (centres undefined)	x	x	-0.7%	0.4%	0.1%	0.0%	2.5	91	i	54.3	13.8%	3.8%
Cc1cccc(C)c1NC(=O)C(c1ccccc1)N1CCOCC1 (centres undefined)	-6.4	695	2.0%	1.7%	0.0%	-5.3%	1.3	76	i	43.9	12.0%	3.3%
CCN=C1S/C(=C\c2ccc(-c3cccc(C(=O)O)c3)o2)C(=O)N1CC	2.6	686	9.9%	2.5%	-0.3%	3.9%	0.1	90	i	28.0	16.9%	6.7%
Cc1cc(NC(=O)NN2CCOCC2)nn1-c1c(Cl)cccc1Cl	13.9	686	5.2%	6.5%	0.8%	-1.5%	0.8	46	i	33.1	5.8%	1.4%
CCc1ccc2[nH]c(=O)c(CN(CCN(CC)CC)C(=O)NC3CCCCC3)cc2c1	x	x	9.1%	4.9%	-0.2%	-8.8%	-0.8	40	i	13.8	18.4%	12.3%
O=C(CSc1nnc2c(n1)[nH]c1ccccc12)Nc1ccc(S(=O)(=O)Nc2ncccn2)cc1	40.3	696	-8.1%	13.2%	0.5%	-1.6%	x	x	x	x	-0.6%	-10.5%
Nc1ccc(Sc2cc(Cl)nc(N)n2)cc1	2.8	682	-18.0%	2.6%	-0.1%	-2.3%	-0.4	39	i	32.3	11.0%	x
O=C(NCC1CCCCC1)c1cc([N+](=O)[O-])ccc1Cl	-8.0	702	4.9%	11.5%	-0.2%	-8.6%	2.5	35	i	40.9	7.7%	9.5%
O=C(COC(=O)c1cccc([N+](=O)[O-])c1)NCc1ccc2c(c1)OCO2	0.3	669	4.7%	6.2%	-0.5%	-0.6%	2.2	95	i	31.3	1.4%	4.2%

Three compounds out of the list above, arranged by the number in GPR35 arrestin U2OS, ascending:
Structure | GPR35 arrestin U2OS
Cc1cc(NC(=O)NN2CCOCC2)nn1-c1c(Cl)cccc1Cl | 5.8%
Nc1ccc(Sc2cc(Cl)nc(N)n2)cc1 | 11.0%
O=C1Nc2ccccc2N=C(c2ccccc2)C1N1CCOCC1 (centres undefined) | 13.8%
